# inhibitors of VEEV = inhibitors of VEEV TC-83 cytopathic effect, confirmation, Vero cells (AID 588727); Vero cells, VEEV TC-83 cytopathic effect inhibition; higher % means a stronger effect; inhibition, % at 20 µM; hits with a dose series show IC50 in µM; 350,000 compounds, 0.13% hits; in the data active means a potency from the dose series; inconclusive means inhibition mostly from about 14% at the one dose, without a potency; inactive means the rest, 99 in 100 with inhibition below about 12%; further: strong numbers were not always called active
# H37Rv inhibition = M. tuberculosis growth inhibition, HTS (AID 449762) | M. tuberculosis H37Rv growth inhibition, 7H9 media; higher % means a stronger effect | inhibition, % at 25 µM; hits with a dose series show IC50 in µM | 330,000 compounds, 0.59% hits; in the data active means a potency from the dose series; inconclusive means inhibition above about 70% without an active follow-up result;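 further: bacterial growth assessed after seven days of incubation; strong numbers were not always called active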
# H1N1 NS1A inhibition = NS1A inhibition, H1N1 influenza, cell based functional assay (AID 504329). NS1A functional cell-based assay, percent inhibition; higher % means a stronger effect. inhibition, % at 12.5 µM; hits with a dose series show IC50 in µM. 340,000 compounds, 0.3% hits; in the data active means a potency from the dose series; inconclusive means inhibition above about 27% without an active follow-up result; further: strong numbers were not always called active
# tuberculosis growth = growth inhibition of non-replicating M. tuberculosis (AID 488890); one-dose inhibition, % at 25 µM; IC50 in µM for titrated hits; Mycobacterium tuberculosis non-replicating, growth inhibition; higher % means a stronger effect; 320,000 compounds, 0.39% hits; in the data active means a potency from the dose series; inconclusive means inhibition mostly from about 82% at the one dose, without a potency; inactive means the rest, 99 in 100 with inhibition below about 76%;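 further: plate controls were DMSO cells for no effect and high antibiotic wells for full effect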
# Salmonella PhoP GFP = PhoP regulon inhibitors, Salmonella typhi PhoP promoter GFP reporter, confirmatory (AID 1850). one-dose inhibition, % at 50 µM; IC50 in µM for titrated hits. Salmonella Typhi PhoP-promoter GFP reporter, fluorescence, 4 h; higher % means a stronger effect. 310,000 compounds, 0.33% hits; in the data active means a potency from the dose series; inconclusive means inhibition mostly from about 25% at the one dose, without a potency; inactive means the rest, 99 in 100 with inhibition below about 19%;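 further: 0% = induced wells with vehicle and 100% = uninduced wells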
# inhibitors of VEEV 10K pilot screen = second read-out of inhibitors of VEEV, no call of its own (marks repeat the call); inhibition, %; measured here: 10K pilot screen inhibition
# The depositor's hits bear a star; i = inactive; u = inconclusive; x = no result given.
SMILES,inhibitors of VEEV,H37Rv inhibition,H1N1 NS1A inhibition,tuberculosis growth,Salmonella PhoP GFP,others
CCC1Oc2ccccc2N(CC(=O)NCCN2CCc3ccccc3C2)C1=O (stereo not given),i,-3%,7%,30%,11%,
CC(=O)c1nc(N2C(=O)CC(Cc3ccccc3)C2=O)sc1C (stereo not given),0.5%,13%,-2%,12%,-3%,
COC(=O)c1cccnc1N1CCN(c2ccccc2F)CC1,i,6%,4%,-12%,-9%,
Cc1cccc(C2c3c(n(C)c(=O)n(C)c3=O)N=C3c4ccccc4C(=O)C32)c1 (stereo not given),i,x,10%,x,x,
O=C(Cc1ccccc1)OCC(=O)c1ccccc1,1.4%,-8%,-5%,16%,3%,
CN(Cc1ccccc1)c1nc2c(c(=O)n(C)c(=O)n2C)n1CCSc1ncccn1,9.5%,3%,2%,-6%,1%,
O=C(NCc1ccccc1)N1CCCC1,0.5%,5%,6%,71%,-1%,
CCO/N=C(\C)c1c(O)c2ccccc2n(C)c1=O,2.2%,-1%,4%,-5%,4%,
NC1=C(O)C(=O)C(c2ccccc2)O1 (stereo not given),1.0%,0%,-5%,-12%,7%,
Cc1onc(-c2ccccc2)c1C(=O)N(Cc1ccccn1)Cc1ccccn1,i,3%,-15%,-5%,2%,
CCc1nnc(NS(=O)(=O)c2ccc(NS(=O)(=O)c3ccccc3)cc2)s1,0.1%,-3%,-3%,13%,8%,
Cc1nn(C)c(C)c1S(=O)(=O)N1CCCC(C(=O)N2CCN(c3ccc(Cl)cc3)CC2)C1 (stereo not given),1.6%,0%,-2%,16%,1%,
COc1cccc(/C=N/NC(=O)c2ccc(-n3cnnn3)cc2)c1,1.8%,x,-11%,x,x,
COC(=O)C1NN=C(C(=O)c2ccc(Cl)cc2)C1c1ccc(OC)cc1 (stereo not given),1.0%,-6%,-3%,13%,-4%,
O=C(Cc1ccc(Cl)cc1Cl)OCC(=O)N1CCCCC1,1.0%,15%,15%,34%,4%,
COc1ccc(/C=C2\Oc3cc(OCC(=O)N4CCC(C(=O)O)CC4)ccc3C2=O)c(OC)c1,1.7%,-5%,-4%,9%,-12%,
O=C(CCNC(=O)N1C[C@H]2C[C@@H](C1)c1cccc(=O)n1C2)Nc1cccc(Cl)c1,0.6%,-1%,2%,-18%,13%,
COCCN(C(=O)CSc1nn(-c2ccc(F)cc2)c(=S)s1)c1c(N)n(CC(C)C)c(=O)[nH]c1=O,1.6%,2%,8%,25%,-11%,
CC(C)(C)C(=O)Nc1ccccc1-c1nc2ccccc2[nH]c1=O,0.5%,-24%,-11%,1%,-7%,
O=C(NCC(=O)N1CCCCCC1)c1ccc(Cl)cc1,1.1%,5%,-5%,29%,7%,
CCCC(=O)Nc1ccc2c(c1)nc(CN1CCN(C(=O)OCC)CC1)n2C,i,-10%,-3%,-9%,-8%,
Nc1cc(=O)[nH]c(SCc2csc(-c3ccccc3)n2)n1,3.1%,92%,-3%,19%,0%,
Cc1cc(C)nc(N/N=C/c2c(C)oc3ccccc23)n1,6.0%,-1%,8%,27%,5%,
COC(=O)[C@H](Cc1ccccc1)NC(=O)NCCc1ccc(OC)cc1,0.5%,1%,22%,8%,-1%,
O=C(COc1ccc(S(=O)(=O)NC2CCCCC2)cc1)Nc1ccc2c(c1)OCCO2,2.1%,-17%,1%,11%,11%,

# Later entries:
SMILES,inhibitors of VEEV,H37Rv inhibition,H1N1 NS1A inhibition,tuberculosis growth,Salmonella PhoP GFP,others
COc1ccc(S(=O)(=O)N2CCOC2CNC(=O)C(=O)NCc2ccccn2)cc1C (stereo not given),6.6%,-5%,6%,11%,-4%,
C/C(=N/NC(=O)c1sc(NS(=O)(=O)c2ccccc2)nc1C)c1sc(N)nc1C,0.8%,2%,-9%,-11%,-2%,
Cn1cccc1/C=N/N1CCN(Cc2cccc3ccccc23)CC1,i,-22%,21%,4%,8%,
Cc1cc(NC(=O)C23CC4CC(CC(C4)C2)C3)n[nH]1,2.2%,-1%,-11%,17%,-8%,
Cc1ccc(-c2cccc(C3CC=CC4C3C(=O)N(Cc3ccccc3)C4c3ccc4ccccc4c3)c2)cc1 (stereo not given),i,-6%,13%,4%,6%,inhibitors of VEEV 10K pilot screen=0.3
CCOC(=O)c1[nH]c(C)c(C(=O)OC(C)C(=O)Nc2ncc(Cl)cc2Cl)c1C (stereo not given),3.0%,-5%,7%,-3%,8%,
CCOC(=O)N1CCN(C(=O)c2ccc3c(=O)n(-c4ccc(F)cc4)c(=S)[nH]c3c2)CC1,5.3%,0%,4%,30%,-12%,
CCCc1cc(C(=O)Nc2sc(C)c(C)c2C(=O)OCC)no1,0.8%,x,-7%,x,x,
COc1ccc(COCC(O)CN2CCc3ccccc3C2)cc1OC (stereo not given),i,-6%,10%,-18%,1%,
COc1ccc(C(C(=O)NCC2CCCO2)N(Cc2ccc(F)cc2)C(=O)CNC(=O)c2ccco2)cc1OC (stereo not given),1.1%,-5%,4%,-7%,7%,
COc1ccc(CCN(C)C(=O)COc2ccc(C(=O)c3ccccc3)cc2)cc1OC,7.5%,-2%,-3%,-18%,-2%,
COc1cccc(C(=O)COC(=O)c2n[nH]c(=O)c3ccccc23)c1,2.4%,-4%,0%,-15%,-4%,
O=C(O)CCCC(=O)N1CCc2cc(S(=O)(=O)NCc3ccc(F)cc3)ccc21,0.7%,12%,-6%,5%,-24%,
O=C(Nc1ccc(Br)cc1)C1OCCc2ccccc21 (stereo not given),3.2%,1%,-4%,25%,-3%,
COc1cc(/C=N/Nc2nc3ccccc3s2)ccc1OC(=O)c1ccccc1F,6.9%,57%,3%,55%,-5%,
CC(=O)Nc1ccc(Nc2nc(-c3sc(C)nc3C)cs2)cc1,3.6%,3%,2%,2%,1%,
O=C(OCC(=O)N(CCc1ccccc1)Cc1ccccc1)c1ccccc1NCCO,7.5%,-2%,-6%,22%,-6%,
CC(C)C(CC(=O)N1CCCCC1)C1CCOC(C)(C)C1 (stereo not given),0.7%,-6%,-3%,14%,-2%,
Cc1ccc(S(=O)(=O)N2CCCCC2)cc1NC(=O)COC(=O)Cc1cccc(C(F)(F)F)c1,0.9%,7%,2%,13%,0%,
CS(=O)(=O)c1ccc2sc(NC(=O)c3cc4ccccc4o3)nc2c1,1.5%,2%,13%,20%,5%,
Cc1ccccc1C1CC(c2ccccc2)Nc2ncnn21 (stereo not given),0.6%,-1%,6%,-22%,3%,
O=C(CN1CSCC1=O)N1CCN(S(=O)(=O)c2cc(C(F)(F)F)ccc2Cl)CC1,3.3%,x,-4%,x,x,
Cn1c(NC(=O)c2ccccc2)c(-c2ccccn2)c(=O)c2ccccc21,1.0%,3%,1%,2%,-11%,
OC1CCCCC1,i,-9%,-13%,-16%,x,
C=CCOc1c(Cl)cc(Cl)cc1S(=O)(=O)NCCO,i,x,-12%,x,x,

# Later entries
SMILES,inhibitors of VEEV,H37Rv inhibition,H1N1 NS1A inhibition,tuberculosis growth,Salmonella PhoP GFP,others
COc1ccc(C(=O)Nc2ccc(C3(C#N)CCCC3)cc2)cc1,2.7%,-4%,-2%,-11%,7%,
Cc1cnc(C(=O)Nc2cccc(-c3nnc4n3CCCCC4)c2)cn1,1.9%,-8%,3%,-1%,4%,
CC(=O)Nc1ccc(S(=O)(=O)N(C)CC(=O)NNc2c(F)c(F)cc(F)c2F)cc1,0.2%,-1%,-5%,8%,x,
N#Cc1ccc(-c2nc3ccccc3nc2-c2ccccc2)cc1C#N,0.3%,9%,-3%,-8%,-8%,inhibitors of VEEV 10K pilot screen=0.1
Cc1cc(Cl)c(S(=O)(=O)Nc2ccc3c(c2)OCCO3)cc1OCC(=O)NC1CCCCC1,0.7%,-16%,5%,8%,-16%,
C=CCOc1cccc(CNCCCN2CCOCC2)c1,0.1%,5%,-10%,-7%,6%,
O=C(COC(=O)c1ccccc1C(=O)c1ccccc1)NCCc1ccc(Cl)cc1Cl,0.4%,12%,-5%,35%,-4%,
COc1cccc(C(=O)Nc2ccc(NC(=O)C3CC=CCC3C(=O)O)cc2)c1 (stereo not given),i,-4%,-1%,11%,1%,
COc1cccc(/C(C)=N/NS(=O)(=O)c2ccc(Cl)cc2)c1,2.5%,1%,-4%,3%,11%,
O=C(NCCc1ccccc1)C1(S(=O)(=O)c2ccc(Cl)cc2)CC1,i,1%,-22%,-3%,-5%,
CC(Sc1nc(N)c2c3c(sc2n1)CSC(C)(C)C3)C(=O)Nc1ccccc1 (stereo not given),7.3%,9%,4%,15%,-8%,
CN1CCCN(C(=O)c2ccc(Br)s2)CC1,0.6%,3%,-5%,0%,-4%,
CC(=O)Nc1ccc(/C(C)=N/NS(=O)(=O)c2ccccc2)cc1,i,6%,-6%,-11%,21%,
Cc1nn(-c2ccccc2)c(N)c1N=Nc1cccc(S(=O)(=O)N2CCOCC2)c1,4.7%,0%,6%,12%,4%,
Cc1ccc(/C(N)=N/OC(=O)COc2ccccc2Cl)cc1,6.2%,7%,-4%,37%,9%,
COc1ccc2c(c1)c(C(=O)N/N=C/c1cccc(O)c1)c(C)n2C,2.1%,-11%,-5%,-2%,-8%,
CN(C)CCCNC(=O)C[C@H]1C[C@H](C(=O)N2CCCCC2)[C@@]2(CCc3ccccc3)c3[nH]c4ccc(Cl)cc4c3CCN2C1=O,i,x,-10%,x,x,
O=C1ON=C(c2ccccc2)/C1=C/c1cccnc1,0.2%,x,-13%,x,x,
CN(C)S(=O)(=O)c1ccc(S(=O)(=O)NC2CCOC(C)(C)C2)cc1 (stereo not given),1.0%,55%,-7%,-2%,8%,
CC1Nc2ncnc(N3CCN(c4ccccc4)CC3)c2N(Cc2ccc(Br)cc2)C1=O (stereo not given),8.5%,97%,15%,29%,-26%,
COC(=O)C(CC(C)C)NC(=O)CNC(=O)c1ccccc1C (stereo not given),0.8%,-2%,6%,15%,3%,
O=C(NCC1CCN(Cc2ccccc2Cl)CC1)Nc1ccccc1F,0.5%,5%,-10%,6%,5%,
O=C(NC1CCS(=O)(=O)C1)c1cccc(S(=O)(=O)N2CCOCC2)c1 (stereo not given),0.3%,2%,-29%,-3%,-13%,
Nc1ccc(Br)cc1C(NCC(=O)O)c1ccccc1 (stereo not given),0.9%,1%,x,21%,-6%,
CC(C)c1ccccc1NC(=O)COC(=O)c1ccc(Cl)c(S(=O)(=O)N2CCCCCC2)c1,1.4%,-12%,-2%,-6%,-11%,

# Six entries drawn at random from the list so far, as already listed:
SMILES,inhibitors of VEEV,H37Rv inhibition,H1N1 NS1A inhibition,tuberculosis growth,Salmonella PhoP GFP,others
CC(Sc1nc(N)c2c3c(sc2n1)CSC(C)(C)C3)C(=O)Nc1ccccc1 (stereo not given),7.3%,9%,4%,15%,-8%,
CC(C)c1ccccc1NC(=O)COC(=O)c1ccc(Cl)c(S(=O)(=O)N2CCCCCC2)c1,1.4%,-12%,-2%,-6%,-11%,
COc1cccc(/C(C)=N/NS(=O)(=O)c2ccc(Cl)cc2)c1,2.5%,1%,-4%,3%,11%,
CN1CCCN(C(=O)c2ccc(Br)s2)CC1,0.6%,3%,-5%,0%,-4%,
CN(C)S(=O)(=O)c1ccc(S(=O)(=O)NC2CCOC(C)(C)C2)cc1 (stereo not given),1.0%,55%,-7%,-2%,8%,
CN(C)CCCNC(=O)C[C@H]1C[C@H](C(=O)N2CCCCC2)[C@@]2(CCc3ccccc3)c3[nH]c4ccc(Cl)cc4c3CCN2C1=O,i,x,-10%,x,x,

# Additional records follow.
SMILES,inhibitors of VEEV,H37Rv inhibition,H1N1 NS1A inhibition,tuberculosis growth,Salmonella PhoP GFP,others
CC(SCC(=O)Nc1ccccc1)c1nc2ccccc2c(=O)[nH]1 (stereo not given),1.4%,-14%,-7%,19%,-9%,
CC(=O)Nc1ccc(C)cc1,i,2%,0%,1%,x,
CC(C)(C)C(=O)O/N=C(\N)c1ccc(-c2csnn2)cc1,0.1%,1%,15%,40%,-2%,
CC(C)=C(C#N)c1nc2ccccc2s1,0.6%,3%,-2%,4%,4%,
C=CCNc1nc(NCc2ccccc2)c(C#N)c2c1CN(C)CC2,i,8%,16%,43%,-3%,
O=C(COC(=O)C1CCC(=O)N1)Nc1ccc(Oc2ccccc2)cc1 (stereo not given),4.1%,44%,1%,-5%,4%,
Cc1nc2nc(C)c(NS(=O)(=O)c3ccc(Cl)s3)c(=O)n2[nH]1,2.1%,-5%,2%,-6%,-2%,
Cc1cnc(C(=O)NCC(=O)Nc2ccccc2Br)cn1,7.3%,x,-7%,x,x,
COc1cccc(/C=C2\N=C(c3cncc(Br)c3)OC2=O)c1,i,13%,-8%,u,-23%,
Cc1ccccc1CN1C2=NCCCN2c2ccccc21,2.6%,-2%,-3%,-8%,19%,
Nc1nnc(CCOc2ccccc2Cl)s1,4.8%,1%,-7%,1%,1%,

# Assay outcomes: PubChem BioAssay, Southern Research Specialized Biocontainment Screening Center
